Bioassay records from PubChem.
RGS4 inh = human RGS4 inhibition; P49798; Transcreener GDP fluorescence polarization, RGS4-accelerated GTP hydrolysis; 390,000 compounds, 0.039% hits; AID 504845; Potency, µM (top dose mostly 114 µM), for the others: at the top dose activity change, negative = inhibition, hits mostly inhibitors; also: potency is read from the fitted curve at half-maximal effect; % is scaled to controls: 0 for no effect and ±100 for the full control effect; nearly all actives have a fitted effect of over 75% in size; some results filed as inactive show a strong effect at the top dose
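MLSMR compounds (23 nl, pin-transferred) preincubated 10 min at room temperature with a 500nM (2x) first reagent, then RGS4 at 900nM (2x) plus Transcreener GDP mix added; fluorescence polarization (620/688 nm) read before and after 90 min at 30 °C.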
JMJD2A Tudor = blocks the human JMJD2A Tudor domain; O75164; AlphaScreen JMJD2A-Tudor / H3K4me3 peptide binding; Potency, µM (doses to about 114 µM), for inactives: at the top dose activity change, negative = inhibition, usual class: inhibitors; 390,000 compounds, 4.4% hits; AID 504339; also: potency is read from the fitted curve at half-maximal effect; % is scaled to controls: 0 for no effect and ±100 for the full control effect; nearly all actives have a fitted effect of over 50% in size
PI4K2A inh = blocks human PI4K2A kinase activity; Q9BTU6; purified PI4K2A, ADP-Glo luminescence, 1 h; hits give low values; activity change, negative = inhibition, % at 76.9 µM; 420,000 compounds, 0.13% hits; in the data active = activity change below about -50%; inconclusive = mostly about -30% to -49%;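 also: -100% = wells without enzyme as full effect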
Target sequence (Q9BTU6 whole entry, looked up): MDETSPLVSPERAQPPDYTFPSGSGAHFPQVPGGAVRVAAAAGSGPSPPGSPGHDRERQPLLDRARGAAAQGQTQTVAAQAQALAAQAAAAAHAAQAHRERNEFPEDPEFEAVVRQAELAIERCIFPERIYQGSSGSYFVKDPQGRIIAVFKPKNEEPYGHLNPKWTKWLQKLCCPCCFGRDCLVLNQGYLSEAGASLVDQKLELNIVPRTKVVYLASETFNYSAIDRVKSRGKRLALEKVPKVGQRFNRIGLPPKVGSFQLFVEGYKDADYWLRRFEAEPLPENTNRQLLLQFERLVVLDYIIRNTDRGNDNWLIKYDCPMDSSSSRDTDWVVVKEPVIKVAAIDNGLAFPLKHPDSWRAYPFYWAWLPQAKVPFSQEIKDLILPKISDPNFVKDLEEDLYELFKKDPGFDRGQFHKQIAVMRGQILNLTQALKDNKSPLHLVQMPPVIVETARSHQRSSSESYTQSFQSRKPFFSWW
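In this quantitative HTS, ADP production by PI4K2A was quantified luminescently after 1 h at ambient temperature; 100 microM adenosine served as plate-quality control.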
ERG-DNA inh = blocks human ERG Ets domain binding to DNA; fluorescence polarization, His-ERG Ets domain / labelled DNA; 370,000 compounds, 0.028% hits; Potency, µM (doses to about 76.9 µM), for inactives: top-dose FP activity, negative = inhibition, hits mostly inhibitors; P11308; active = well fitted inhibition curve with a large enough effect in the polarisation, with a control signal flat; inconclusive = small, poorly fitted or top-dose-only effect, or effect the other way, or a change in a side signal; inactive = no such curve, though single readings can be large or run the other way; the % refers to the polarisation;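 also: polarization taken with two DNA probes labelled with fluorescein and Texas red; potency is read from the fitted curve at half-maximal effect; % of control where 0% means no effect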
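His-tagged ERG Ets domain (1 uM in the protein solution; 300mM KCl, 50mM Tris-HCl, 1mM EDTA, 1mM DTT, pH 7.5) received compound, then a probe mix of 5 nM fluorescein-DNA and 100nM Texas-615-DNA. Fluorescence polarization was read for both dyes.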
BAZ2B inh = blocks human BAZ2B | Potency, µM (top dose mostly 114 µM), inactives show top-dose activity change, negative = inhibition, usual class: inhibitors | 360,000 compounds, 4.4% hits | Q9UIF8 | AlphaScreen BAZ2B-H3K14Ac peptide displacement | AID 504333; also: potency is read from the fitted curve at half-maximal effect; % is scaled to controls: 0 for no effect and ±100 for the full control effect; nearly all actives have a fitted effect of over 60% in size
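BAZ2B (50 nM) with biotin-H3(5-23)K14Ac peptide (50 nM) in PBS pH 7.4, 0.01% Tween-20, preformed 30 min, then compound 30 min at room temperature; top concentration 110uM. AlphaScreen streptavidin donor/nickel chelate acceptor beads (10 ug/mL final), 20 min dark, signal read.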
GLS inh = glutaminase GLS (human) inhibition | O94925 | GLS enzymatic activity, qHTS titration | Potency, µM (top dose mostly 45.5 µM), for the others: at the top dose activity change, negative = inhibition, most hits filed as inhibitors | 410,000 compounds, 0.21% hits; also: potency is read from the fitted curve at half-maximal effect; % is scaled to controls: 0 for no effect and ±100 for the full control effect
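hKGA in 45 mM KH2PO4 (pH 8.2), 0.02% Tween-20 with compound, then 1mM L-Glutamine (stock as added) plus glutamate oxidase/HRP/Amplex red coupling mix. Fluorescence read initially and after 30 min at RT; signal change reflects glutamate formation.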
G9a inh = blocks human histone lysine methyltransferase G9a | 350,000 compounds, 8.8% hits | Q96KQ7 | G9a H3K9 monomethylation, AlphaScreen, 2 h | Potency, µM (doses to about 102 µM), for the others: at the highest dose activity, negative = inhibition, hits mostly inhibitors; also: potency is read from the fitted curve at half-maximal effect; % is scaled to controls: 0 for no effect and ±100 for the full control effect; nearly all actives have a fitted effect of over 75% in size
Target sequence (Q96KQ7 913-1193 limits assumed): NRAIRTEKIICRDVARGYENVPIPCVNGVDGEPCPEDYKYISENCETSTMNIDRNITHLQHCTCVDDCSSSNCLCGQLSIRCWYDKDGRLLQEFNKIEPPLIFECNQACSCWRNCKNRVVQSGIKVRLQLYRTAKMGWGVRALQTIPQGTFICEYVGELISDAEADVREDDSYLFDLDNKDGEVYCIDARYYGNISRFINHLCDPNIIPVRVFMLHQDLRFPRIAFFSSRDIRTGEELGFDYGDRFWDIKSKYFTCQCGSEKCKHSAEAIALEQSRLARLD
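Signal arises when biotinylated H3K9 peptide, once monomethylated, bridges streptavidin donor and antibody-captured acceptor beads. Enzyme at 20 nM was preincubated 15 min with test compounds; peptide 500 nM and SAM 20 uM then reacted for 2 h.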
12-LOX inh = blocks human arachidonate 12S-lipoxygenase; P18054; purified 12hLO, xylenol orange hydroperoxide absorbance; Potency, µM (series often up to 108 µM), for inactives: at the highest dose activity change, negative = inhibition, usual class: inhibitors; 580,000 compounds, 1.1% hits; AID 1671190; also: potency is read from the fitted curve at half-maximal effect; % is scaled to controls: 0 for no effect and ±100 for the full control effect
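Hydroperoxide product was detected by ferrous iron/xylenol orange as the 573 to 405 nm absorbance ratio. Arachidonic acid at 40 uM (final) was turned over for 30 min at room temperature by 150 nM human 12hLO, pH 7.0 Hepes buffer, after 15 min compound preincubation.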
HP1b chromo inh = blocks HP1-beta chromodomain binding to methylated histone tails; AID 540317; AlphaScreen HP1-beta / biotin-H3K9me3 peptide binding; Potency, µM (top dose mostly 114 µM), inactives show top-dose activity change, negative = inhibition, hits mostly inhibitors; P83916; 390,000 compounds, 0.56% hits; also: potency is read from the fitted curve at half-maximal effect; nearly all actives have a fitted effect of over 70% in size; inactives centre near 23
Target sequence (P83916 whole entry, looked up): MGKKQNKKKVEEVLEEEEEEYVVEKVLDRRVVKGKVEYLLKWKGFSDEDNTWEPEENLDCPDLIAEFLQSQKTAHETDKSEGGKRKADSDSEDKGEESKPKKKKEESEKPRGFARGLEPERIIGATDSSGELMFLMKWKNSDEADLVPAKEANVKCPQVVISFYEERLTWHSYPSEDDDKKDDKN
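AlphaScreen: HP1-beta (50 nM) preformed 30 min with biotin-H3(1-18)K9me3 peptide (50 nM) in PBS pH 7.4, 0.01% Tween-20. Compound added for 30 min at RT, then streptavidin donor/nickel chelate acceptor beads (10 ug/mL) for 30 min.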
Active calls of the source: *; ? = inconclusive; · = no result given; [ ] = dose if it differs, or a comment. Unless noted, calls follow the shape of the dose curve; as a rule, active = well fitted curve in the direction sought with a large enough effect; inconclusive = small, poorly fitted or top-dose-only effect, or another doubt; inactive = no such curve, though single readings can be large; an effect the other way counts as inactive or inconclusive. The list is partial; the hit share may differ from the screen's.

SMILES	RGS4 inh	JMJD2A Tudor	PI4K2A inh	ERG-DNA inh	BAZ2B inh	GLS inh	G9a inh	12-LOX inh	HP1b chromo inh
C[C@@H](C(=O)NC1CCCC1)N1C(=O)N2CCc3c([nH]c4ccccc34)[C@@]2(C)C1=O	-17.4%	-19.0%	-2.7	-4.2%	-29.9%	8.1%	17.7%[12.7 µM]	4.5%	13.2%
Brc1ccccc1/C=N/Nc1nc2ccccc2o1	-10.6%	-17.8%	-3.9	4.5%	-23.0%	-18.7%	2.9%	6.6%	33.9%[activator]
COCCN(Cc1ccccc1)C(=O)c1cccc(S(=O)(=O)N2CCN(c3ccc(F)cc3)CC2)c1	-13.0%	-16.2%	1.9	-6.2%	-5.8%	-3.8%	-26.4%[59 µM]	-3.9%	12.1%
CN1CCc2c(sc3c2C(=O)NC(c2ccco2)N3)C1 (stereo unspecified)	12.0%	-15.6%	-12.1	-1.3%	·	-18.5%	?	112.1%[activator]	20.2%
CSc1ccc(/C=N/N2CCN(C)CC2)cc1	36.8%	?	-9.3	-10.5%	?	6.2%	-29.6%	0.0%	-10.2%
O=C(NCCc1ccc(Cl)cc1)c1cccs1	-6.9%	3.2%	0.1	20.8%	3.4%	-1.2%	-28.4%	0.0%	50.2%[activator]
Cc1cc(C(=O)NCC(c2ccco2)N(C)C)ccc1[N+](=O)[O-] (stereo unspecified)	-2.1%	-31.8%	2.4	-7.6%	-13.1%	-6.4%	-44.4%	?	-20.6%
CCOC(=O)C1CCN(C(=O)Nc2ccc(OC)c(OC)c2)CC1	8.5%	-6.0%	1.9	-8.4%	-4.2%	12.4%	7.4%[59 µM]	-16.3%	27.5%
O=[N+]([O-])c1ccccc1OCC(O)CN1CCN(CC(O)COc2ccccc2[N+](=O)[O-])CC1 (stereo unspecified)	-13.9%	-12.0%	0.8	3.6%	4.8%	9.7%	·	-10.0%	18.1%
NCCCn1c(C(=O)c2ccc(Cl)cc2)c2ccc([N+](=O)[O-])cc2[n+]1[O-]	-6.5%	-32.2%	3.0	-12.2%	-36.6%	-5.5%	-12.5%[2.33 µM]	?	1.5%
O=C1COc2ccc(C(=O)COC(=O)Cc3ccc(Cl)cc3)cc2N1	-16.2%	-11.2%	-0.1	-20.4%	·	-14.2%	5.7%	-25.4%	23.9%
CC(C)Oc1ccc(C(=O)Nc2nnc3n2CCS3)cc1	2.7%	-12.6%	-9.0	0.4%	-10.0%	-8.7%	17.2%[59 µM]	-7.5%	29.1%[57 µM]
COCCCNCC(O)COc1ccccc1F (stereo unspecified)	-4.1%	1.26µM*	1.8	-0.5%	10.8%	1.7%	60.2%[activator]	?	?
Cc1ccc(/C=N/n2c(=O)c(C(C)(C)C)nn3cnnc23)cc1	6.2%	-2.8%	-5.0	9.3%	15.0%	4.6%	16.3%	-13.9%	23.0%
C/C(=C\c1ccco1)C1C(C#N)=C(N)OC2=C1C(=O)CC(C)(C)C2 (stereo unspecified)	-49.3%	?	-0.4	13.4%	?	?	?	?	3.0%
O=C(CSc1nc2ccc(Nc3nc(N4CCOCC4)nc(N4CCOCC4)n3)cc2s1)Nc1ccccc1F	-36.9%	-9.6%	1.8	11.4%	-16.0%	-9.1%	1.3%[0.501 µM]	-7.1%	40.6%[activator]
CCSc1nnc(NC(=O)[C@@H](NC(=O)c2ccccc2F)C(C)C)s1	10.9%	-10.0%	-0.2	2.3%	-5.6%	12.5%	2.7%	-3.6%	6.7%
O=C(Oc1ccc2c(c1)O/C(=C\c1ccncc1)C2=O)c1cccs1	-48.1%	?	9.7	-2.2%	-30.5%	-12.6%	·	9.0%	19.5%
CCOC(=O)C1=CC[C@@H](c2ccco2)N(S(=O)(=O)c2ccc(C)cc2)[C@H]1C(=O)OCC	-39.8%	-21.0%	0.5	6.9%	-16.0%	-5.0%	-0.1%[0.501 µM]	-22.2%	27.1%
CCOC(=O)c1ccc(NC(=S)N2CCCC2c2ccc(OC)c(OC)c2)cc1 (stereo unspecified)	-0.3%	-11.9%	5.1	-0.4%	2.6%	0.3%	-27.7%	?	39.2%
Cc1cccc(-n2cnc(C(=O)NNC(=S)Nc3ccc(Cl)cc3)c2)n1	?	35.5µM*	-0.4	-4.3%	11.2µM*	3.3%	8.91µM*	-10.7%	18.5%
C=CCNC(=S)Nc1ccc(Cl)c(S(=O)(=O)N2CCOCC2)c1	-35.0%	3.4%	7.8	-12.1%	-2.3%	0.1%	?	-11.2%	43.4%[activator]
Cc1cc(C)c(C(=O)OCC(=O)Nc2cccc(S(=O)(=O)N3CCCCC3)c2)c(C)c1	-23.8%	-17.9%	-2.0	3.6%	1.2%	1.9%	-9.1%[2.33 µM]	-26.1%	15.8%
O=C1NCCN(Cc2c(F)cccc2Cl)C1CC(=O)N1CCCO1 (stereo unspecified)	6.6%	-2.8%	1.9	-3.9%	4.5%	9.0%	·	3.5%	11.1%
COC(=O)c1sccc1S(=O)(=O)N1CCN(c2ccccc2OC)CC1	-19.7%	-16.0%	-2.0	1.4%	-2.3%	9.9%	6.6%[59 µM]	0.0%	46.8%[activator]
COc1ccc(OCCCC(=O)OC(C)C(=O)Nc2ccc(S(N)(=O)=O)cc2)cc1 (stereo unspecified)	9.5%	-18.0%	-0.8	-3.8%	5.3%	-5.7%	13.7%[0.501 µM]	-16.6%	7.8%
Cc1cc(S(=O)(=O)NCC(C)C)ccc1OCC(=O)N1CCOCC1	-20.1%	-2.1%	2.8	-4.2%	-2.6%	0.2%	-30.8%	0.0%	52.7%[activator]
Cc1ccc(S(=O)(=O)Nc2cc(-c3ccccc3)nn2C)cc1	0.8%	-8.4%	-1.5	-2.8%	-15.4%	-6.7%	?	3.0%	38.8%
C=CCNC(=O)C1CCN(S(=O)(=O)c2cccs2)CC1	-15.3%	-3.4%	2.9	4.9%	-0.9%	-10.8%	·	0.0%	51.7%[activator]
COc1ccc(NC(=O)C23CC4CC(C2)CC(c2ccc(C)cc2)(C4)C3)cc1	-13.1%	-15.2%	3.7	-1.3%	8.7%	-7.1%	11.0%[59 µM]	-11.3%	44.0%[activator]
O=C(COc1ncnc2sccc12)N1CCc2ccccc2C1	-5.3%[56.9 µM]	-6.1%[57.1 µM]	0.2	-2.4%	·	1.8%	-6.0%[59 µM]	0.0%	51.3%[activator]
CC(C)c1ccc(S(=O)(=O)N2CCN(C(C)C(=O)N3CCCC3)CC2)cc1 (stereo unspecified)	-0.3%	-4.5%	-1.0	-14.2%[15.4 µM]	5.1%	10.6%	-11.5%[2.33 µM]	-6.7%	25.1%
CC(C)(C)c1ccc(-c2cc(N)n[nH]2)cc1	27.6%	?	-3.5	-5.2%	-28.4%	24.0%	-35.2%[59 µM]	10.1%	21.8%
COc1ccc(N2C(=NC(=O)C3CCCCC3)SC3CS(=O)(=O)CC32)cc1 (stereo unspecified)	-30.0%	-3.0%	3.1	16.9%	-1.7%[57.1 µM]	-1.0%	16.3%	7.2%	32.9%
C[C@H](NC(=O)c1nc[nH]c1C(=O)N[C@@H](CCCCN)C(=O)OC(C)(C)C)C(=O)OCc1ccccc1	-18.5%	-32.9%	-0.6	-6.6%	·	-0.5%	·	6.7%	24.4%
COc1ccc(-n2nc(C(=O)NCC(=O)N3CCN(Cc4ccccc4)CC3)c3ccccc3c2=O)cc1	15.4%	-9.8%	0.1	1.8%	-3.8%	1.5%	18.9%	-4.0%	24.4%
Cn1c(=O)c2c(-c3ccccc3Cl)n(Cc3ccc(Cl)cc3)cc2n(C)c1=O	7.4%	-27.4%	-6.0	2.0%	-27.1%	-11.1%	-31.3%[59 µM]	-15.7%	-17.5%
O=c1[nH]c(CSc2ccccn2)nc2c1cnn2-c1ccccc1	3.9%	-13.8%	4.5	-17.5%	3.8%	-3.7%	13.9%[59 µM]	-3.5%	17.9%
CC(C)(C)C1CCc2c(sc3nc(SCC(N)=O)nc(N)c23)C1 (stereo unspecified)	6.2%	-34.1%	-1.4	4.4%	-30.4%	3.1%	-4.5%[59 µM]	20.8%	5.7%
CCN(CC)C(=O)Cn1c(=O)n(C)c2ccccc21	16.9%	-1.7%	-3.3	1.0%	8.6%	1.8%	-40.3%[59 µM]	0.0%	29.9%

4 of the compounds above, with the structure last:
RGS4 inh,JMJD2A Tudor,PI4K2A inh,ERG-DNA inh,BAZ2B inh,GLS inh,G9a inh,12-LOX inh,HP1b chromo inh,Compound
-30.0%,-3.0%,3.1,16.9%,-1.7%[57.1 µM],-1.0%,16.3%,7.2%,32.9%,COc1ccc(N2C(=NC(=O)C3CCCCC3)SC3CS(=O)(=O)CC32)cc1 (stereo unspecified)
-18.5%,-32.9%,-0.6,-6.6%,·,-0.5%,·,6.7%,24.4%,C[C@H](NC(=O)c1nc[nH]c1C(=O)N[C@@H](CCCCN)C(=O)OC(C)(C)C)C(=O)OCc1ccccc1
15.4%,-9.8%,0.1,1.8%,-3.8%,1.5%,18.9%,-4.0%,24.4%,COc1ccc(-n2nc(C(=O)NCC(=O)N3CCN(Cc4ccccc4)CC3)c3ccccc3c2=O)cc1
7.4%,-27.4%,-6.0,2.0%,-27.1%,-11.1%,-31.3%[59 µM],-15.7%,-17.5%,Cn1c(=O)c2c(-c3ccccc3Cl)n(Cc3ccc(Cl)cc3)cc2n(C)c1=O
